# RORg inh – blocks mouse ROR gamma transcriptional activity; P51450; Drosophila S2 Gal4-RORgamma UAS-luciferase reporter, 20 h; Potency, µM (series often up to 53.6 µM), for inactives: at the top dose activity change, negative = inhibition, usual class: inhibitors; 310,000 tested, 5.4% active; also: potency is read from the fitted curve at half-maximal effect; % is scaled to controls: 0 for no effect and ±100 for the full control effect; nearly all actives have a fitted effect of over 60% in size
# Target sequence (P51450 whole entry, looked up, the tested form may be a part): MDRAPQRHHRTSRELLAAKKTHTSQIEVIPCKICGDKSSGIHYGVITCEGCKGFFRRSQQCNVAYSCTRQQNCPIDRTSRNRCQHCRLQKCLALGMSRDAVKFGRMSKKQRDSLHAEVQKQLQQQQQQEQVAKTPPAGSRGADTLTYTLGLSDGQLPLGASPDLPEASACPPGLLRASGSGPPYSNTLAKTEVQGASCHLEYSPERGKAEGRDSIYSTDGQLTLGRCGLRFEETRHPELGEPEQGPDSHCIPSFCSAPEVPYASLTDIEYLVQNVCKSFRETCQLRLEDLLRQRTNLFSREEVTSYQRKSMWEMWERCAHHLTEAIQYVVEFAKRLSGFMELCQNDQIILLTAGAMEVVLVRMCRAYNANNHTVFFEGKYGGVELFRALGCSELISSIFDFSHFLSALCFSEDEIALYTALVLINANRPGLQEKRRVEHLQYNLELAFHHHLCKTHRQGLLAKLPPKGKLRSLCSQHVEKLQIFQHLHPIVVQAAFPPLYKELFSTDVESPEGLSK
#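 Stably transfected Drosophila Schneider cells are the test system, with ROR gamma fused to Gal4 and luciferase under UAS control; luminescence is read after 20 hr of 700 uM copper sulfate induction at ambient temperature.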
# Rab9 promoter act – activators of Rab9 promoter; Huh7 Rab9 promoter-luciferase reporter, luminescence, 24 h; 320,000 tested, 2.8% active; Potency, µM (highest dose often 9.22 µM), for inactives: at the top dose activation, negative = inhibition, usual class: activators; AID 485297; also: potency is read from the fitted curve at half-maximal effect; % of control where 0% means no effect; nearly all actives have a fitted effect of over 60% in size
#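 Luminescence read-out: Huh7 cells stably expressing Rab9-luciferase, treated 24 h with compound at 37 °C, then lysed with luciferase reagent for 10 min at ambient before reading.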
# p53 reactivation – re-activators of mutant p53. 320,000 tested, 0.063% active. Potency, µM (highest dose often 92.2 µM), for inactives: at the top dose activity change, positive = activation, usual class: activators. H1299 p53-A138V BP100-luciferase reporter, luminescence, 24 h; also: potency is read from the fitted curve at half-maximal effect; % of control where 0% means no effect; nearly all actives have a fitted effect of over 45% in size
#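 H1299 (p53-null), stable ts p53-A138V + BP100-Luc; 1000 cells/well, Opti-MEM/10% FBS; cpd 4 pt, 1:5; 24 h, 37 deg C, 5% CO2; detection reagent 10 min RT; luminescence.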
# PKM2 act – PKM2 (human) enzyme activation. P14618. purified PKM2, Kinase-Glo ATP luminescence, activation; response scale: 0% is enzyme alone, no compound. Potency, µM (titrated, usually from 57.5 µM), for inactives: at the highest dose activation, usual class: activators. 260,000 tested, 0.34% active. AID 1631; also: potency is read from the fitted curve at half-maximal effect; % is scaled to controls: 0 for no effect and ±100 for the full control effect; nearly all actives have a fitted effect of over 55% in size
#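 Purified hPK-M2 (>95% pure) converted ADP (0.1 mM final) to ATP with 0.5 mM PEP in 50 mM imidazole pH7.2, KCl, MgCl2, Tween 20, BSA; 1 h at room temperature. ATP detected by Kinase-Glo luminescence.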
# Giardia killer – kills Giardia lamblia. Giardia lamblia trophozoite viability. activity change, % at 7.66 µM, hits read low. 340,000 tested, 0.15% active. AID 540267; in the data active = activity change below about -80%; inconclusive = between about -30% and that limit;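 also: parasites exposed to compound for two days anaerobically before the ATP read; % is scaled to controls: 0 for no effect and ±100 for the full control effect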
#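 Trophozoites 100 cells/well + cpd; 48 hrs, 37 deg C, anaerobic. ATPLite 1-Step added, 15-30 min RT, luminescence read (ATP-based viability).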
# FLuc counter – firefly luciferase modulation, counter-screen for miR-21 project. P08659. purified FLuc, Km substrates, luminescence inhibition. Potency, µM (series often up to 57.5 µM), inactives show at the highest dose activity change, negative = inhibition, usual class: inhibitors. 360,000 tested, 6.9% active. AID 588342;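 also: potency is read from the fitted curve at half-maximal effect; plate controls were vehicle for no effect and reference inhibitor for full effect; nearly all actives have a fitted effect of over 55% in size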
#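 Biochemical qHTS of compounds, final roughly 60 µM downward over six points, against 10 nM purified firefly luciferase using Km concentrations of substrates (10 uM D-luciferin, 10 uM ATP) in Tris acetate pH 7.5 buffer; luminescence output.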
# NPC1 prom act – NPC1 promoter activation; Potency, µM (highest dose often 9.22 µM), for the others: at the highest dose activation, most hits filed as activators; 320,000 tested, 2.4% active; Huh7 NPC1 promoter luciferase reporter, 24 h; AID 485313;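 also: potency is read from the fitted curve at half-maximal effect; % of control where 0% means no effect; nearly all actives have a fitted effect of over 60% in size; reporter is driven by a mutant NPC1 promoter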
#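 Huh7 cells stably carrying NPC1 promoter–luciferase, plated in Opti-MEM with 10% FBS for 2 h, were exposed to compound in DMSO for 24 h at 37 °C; luciferase reagent was added for 10 min and luminescence read.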
# Menin-MLL TR inh – inhibitors of human menin-MLL interaction, mutant MLL peptide. O00255. Menin + Texas Red MLL mutant peptide, fluorescence polarization. Potency, µM (top dose mostly 61.6 µM), for the others: at the highest dose FP activity change, negative = inhibition, usual class: inhibitors. 270,000 tested, 0.23% active. AID 1768; active = well fitted inhibition curve with a large enough effect in the polarisation, with a control signal flat, not every such curve was filed as active; inconclusive = small, poorly fitted or top-dose-only effect, or effect the other way, or a change in a side signal; inactive = no such curve, though single readings can be large or run the other way; the % refers to the polarisation; also: potency is read from the fitted curve at half-maximal effect; % of control where 0% means no effect; many of its hits are not listed in these tables
# Target sequence (O00255 whole entry, looked up): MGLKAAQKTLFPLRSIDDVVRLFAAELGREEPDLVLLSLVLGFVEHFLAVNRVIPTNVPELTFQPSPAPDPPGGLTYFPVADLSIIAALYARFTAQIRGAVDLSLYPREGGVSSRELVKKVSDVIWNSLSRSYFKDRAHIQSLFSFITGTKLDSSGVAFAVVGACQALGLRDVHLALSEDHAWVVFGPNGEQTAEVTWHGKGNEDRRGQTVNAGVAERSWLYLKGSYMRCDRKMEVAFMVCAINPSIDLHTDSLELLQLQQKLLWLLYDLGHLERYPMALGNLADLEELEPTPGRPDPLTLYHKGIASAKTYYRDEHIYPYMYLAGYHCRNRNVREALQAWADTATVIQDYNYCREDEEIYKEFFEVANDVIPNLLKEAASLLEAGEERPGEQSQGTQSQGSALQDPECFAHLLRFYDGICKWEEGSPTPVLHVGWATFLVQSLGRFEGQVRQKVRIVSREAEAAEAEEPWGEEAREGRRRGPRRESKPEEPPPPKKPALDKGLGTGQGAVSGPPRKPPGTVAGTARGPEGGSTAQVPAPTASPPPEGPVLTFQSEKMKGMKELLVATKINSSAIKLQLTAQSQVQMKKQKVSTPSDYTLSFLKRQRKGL
# ELG1 genotox – induces genotoxicity in HEK293T cells with luciferase-tagged ELG1. HEK293T ELG1-luciferase reporter, luminescence, 16 h. 330,000 tested, 1.3% active. AID 504466. Potency, µM (series often up to 46 µM), for inactives: at the highest dose activity change, positive = activation, usual class: activators; also: potency is read from the fitted curve at half-maximal effect; % of control where 0% means no effect; nearly all actives have a fitted effect of over 60% in size
#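 Genotoxic stress is detected as increased luminescence from luciferase-tagged ELG1 in HEK293T cells, measured with ONE-Glo after a 16 hr treatment at 37 °C.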
# VP16 counter – inhibits Gal4-VP16 luciferase reporter, ROR gamma counter-screen; Drosophila S2 Gal4-VP16 UAS-luciferase, luminescence, 20 h; 310,000 tested, 3.5% active; Potency, µM (doses to about 53.6 µM), for inactives: at the highest dose activity, negative = inhibition, hits mostly inhibitors;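 also: Gal4-VP16 expression switched on by copper sulfate through the metallothionein promoter; potency is read from the fitted curve at half-maximal effect; % is scaled to controls: 0 for no effect and ±100 for the full control effect; nearly all actives have a fitted effect of over 50% in size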
# BRCA1 expr act – BRCA1 expression activation. 380,000 tested, 1.1% active. AID 624202. Potency, µM (top dose mostly 46.1 µM), inactives show at the top dose activation, actives largely listed as activators. MCF7-BRCA1-FFLuc reporter, luminescence, 48 h; response scale: scaled: vehicle 0%, 10 µM genistein 100%; also: potency is read from the fitted curve at half-maximal effect; nearly all actives have a fitted effect of over 80% in size; some results filed as inactive show a strong effect at the top dose
#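 First, MCF7-BRCA1-FFLuc cells (2000/well) attach for 2 h; next, compounds are pin-added and incubated 48 h at 37 °C; finally, luciferase reagent is added and luminescence read after 15 min.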
# Active calls of the source: *; u = inconclusive; x = no result given; & = joins results of further samples; [ ] = dose if it differs, or a comment. Unless noted, calls follow the shape of the dose curve; as a rule, active = well fitted curve in the direction sought with a large enough effect; inconclusive = small, poorly fitted or top-dose-only effect, or another doubt; inactive = no such curve, though single readings can be large; an effect the other way counts as inactive or inconclusive. An excerpt; count on the stated rates, not on these rows.
compound,RORg inh,Rab9 promoter act,p53 reactivation,PKM2 act,Giardia killer,FLuc counter,NPC1 prom act,Menin-MLL TR inh,ELG1 genotox,VP16 counter,BRCA1 expr act
CC(C)OC(=O)CSc1nc(C(C)C)nc2ccccc12,-10%,-5%,2%,-8%,0,-2%,-1%,-9%,0%,0%,19%
COc1ccc(N/C=C(\[N+](=O)[O-])S(=O)(=O)c2ccccc2)cc1,-24%,-3%,15%,x,26,-1%,-1%,u,-10%,-6%,-1%
COc1ccc(NC(C)=O)cc1CNC(=O)COc1ccccc1C(=O)Nc1cccc(C)c1C,u,10%,x,-1%,u,u,-1%,4%,-8%,-6%,6%
Nc1cc(=O)[nH]c(SCc2cccc(Cl)c2)n1,11%,8%,-9%,1%,0,4%,2%,u,7%,7%,-22%
CSc1nc(Cl)cc(Nc2ccc(O)cc2)n1,34%,21%,17%,2%,-11,u,8%,u,u,u,-15%
Cc1sc2ncn(CC(=O)NCC(=O)N(C)Cc3ccccc3)c(=O)c2c1C,-4%,0%,13%,4%,1,5%,-8%,28%,-1%,26%,-27%
Cc1ccc2c(c1)N(CCC(=O)NCC1COc3ccccc3O1)C(=O)CO2 (centres undefined),12%,-9%,6%,-8%,-5,3%,0%,1%,-8%,-6%,2%
O=[N+]([O-])c1ccc(C2CCCC/C2=N/O)c([N+](=O)[O-])c1 (centres undefined),14%,-3%,-5%,x,-20,4%,-6%,15%,-3%,-16%,0%
COc1cc(OCC(N)=O)cc(OC)c1OC,2%,-8%,-1%,0%,4,-1%,-5%,3%,6%,-3%,1%
O=C(Nc1nccs1)c1ccc(-c2ccc(Cl)cc2Cl)o1,3.5µM*,3.2µM*,u,-9%,-11,0.85µM*,3.5µM*,u,u,5µM*,-1%
CCCCCCCSc1nnc(N)s1,2%,0%,-2%,17%,16,-2%,-6%,x,3%,5%,27%
COc1ccc(-n2c(SCC(=O)Nc3cc(C)on3)nc3ccc(O)cc3c2=O)cc1OC,-11%,-5%,-7%,2%,21,-2%,0%,8%,1%,4%,0%
O=c1ccc(/C=C/c2ccccc2)nn1Cc1ccccc1Cl,-11%,2%,-1%,2%,17,2%,-2%,11%,-1%,-6%,-25%
CCN(CC)C(=O)COc1cccc2ccccc12,0%[10 µM],-10%,12%,3%,-5,-17%,12%,-8%,8%,3%,24%
COc1ccc(C(=O)NCc2nnc(SCC(=O)Nc3nnc(C)s3)o2)cc1,u,-13%,-2%,1%,-7,-4%,-3%,0%,3%,u,-9%
CCN(CC(=O)Nc1c(F)cccc1F)C(=O)c1cccc(S(=O)(=O)NCc2ccccc2)c1,x,3%,-5%,x,-10,1%,-1%,x,0%,x,0%
COc1ccccc1C(=O)NCCC(=O)N(C)CC(=O)Nc1ccc(N2CCOCC2)cc1,x,5%,4%,x,10,1%,-1%,x,1%,x,7%
Cc1cc(OCC(=O)NNC(=O)c2ccncc2)ccc1C(C)C,x,-4%,7%,x,1,8.5µM*,-2%,x,2%,x,-3%
CCOC(=O)C1(Cc2cccc(OC)c2)CCCN(C(=O)c2cc(C)[nH]n2)C1 (centres undefined),21%,-2%,5%,1%,-10,1%,-3%,43%[activator],-5%,-1%,u
COc1ccccc1C1CCN(Cc2ccccc2)CC1,1%,-13%,6%,x,-5,-1%,-5%,u,-9%,8%,19%
COc1cc(OC)c(C2Nc3cccc4cccc(c34)N2)c(OC)c1,-18%,6%,9%,x,-2,-8%,17%,u,-5%,-5%,-49%
Cc1cc(Nc2cccc(F)c2)nc(N2CCOCC2)n1,40%,0%,0%,-3%,-23,-6%,-1%,x,-14%,2%,-31%
Cc1ccccc1N(C(=O)c1snc(C(N)=O)c1N)C(C)C(=O)NC1CCCCC1 (centres undefined),1%,-1%,-8%,1%,14,1%,-2%,-6%,-3%,-2%,-41%
CCOC(=O)c1sc(NC(=O)c2cccc(S(=O)(=O)N(CC)CC)c2)cc1C,10%,2%,4%,17%,-16,u,14%,u,2%,2%,-1%
CCC1SC(=NC(=O)c2ccc(Cl)c(Cl)c2)NC1=O (centres undefined),u,23%,19%,-9%,-17,24µM*,23%,-1%,u,u,69%
CCC(C)Sc1nc2c(c(=O)[nH]c(=O)n2C)n1CC(O)COc1cccc2ccccc12 (centres undefined),5%,4%,-9%,-6%,-9,1%,0%,u,-6%,-26%,-21%
COc1ccc(NC(=O)CN(C)C(=O)CCNC(=O)c2ccccc2OC)cc1,x,-6%,-6%,x,-1,-3%,-1%,x,2%,x,7%
Cc1cccc(OCC(=O)NCCCNC(=O)c2ccccn2)c1,-5%,1%,-3%,2%,-8,-2%,-1%,6%,2%,5%,-9%
COc1ccc(C(=O)Nc2ccnn2C2CCN(C(=O)c3cnsn3)CC2)cc1,20%,14%,14%,-1%,13,-19%,-3%,-11%,7%,-9%,-7%
Cc1ccc2[nH]c(O)c(N=NC(=O)C3CC3c3ccccc3)c2c1Br (centres undefined),u,-2%,12%,-8%,-4,2%,-3%,16%,-1%,u,-43%
CCC(CC)C(=O)c1c[nH]c(C(=O)N2CCN(c3ccccc3)CC2)c1,4%,-6%,13%,-4%,-5,1%,-3%,6%,-2%,6%[10 µM],-1%
Cc1ccc(C2C(C#N)=C(N)N(c3ncn[nH]3)C3=C2C(=O)CC(C)(C)C3)cc1 (centres undefined),-33%,-5%,-2%,7%,4,4%,-3%,6%,-4%,1%,-2%
CC(C)Oc1cccc(C(=O)C2CCCN(C(=O)c3csnn3)C2)c1 (centres undefined),2%,0%,1%,-10%,20,-5%,-1%,1%,-4%,8%,4%
COc1ccc(CCN(C)CCC(=O)Nc2cc(C)ccc2C)cc1OC,24%,-2%,1%,-8%,13,13µM*,1%,u,-1%,-10%,-16%
Cc1ccc(-c2cc3c(n2-c2ccc(C(=O)O)cc2)CCCC3=O)cc1,35%,2%,3%,-1%,-4,-14%,-3%,6%,u,18%,-2%
CCCN1C2CCCC1CC(NC(=S)Nc1cc(C)cc(C)c1)C2 (centres undefined),-26%,1%,2%,0%,-22,1%,3%,-28%,-2%,15%,-19%

# 2 records drawn at random from the list so far, as already listed:
compound,RORg inh,Rab9 promoter act,p53 reactivation,PKM2 act,Giardia killer,FLuc counter,NPC1 prom act,Menin-MLL TR inh,ELG1 genotox,VP16 counter,BRCA1 expr act
Cc1cccc(OCC(=O)NCCCNC(=O)c2ccccn2)c1,-5%,1%,-3%,2%,-8,-2%,-1%,6%,2%,5%,-9%
COc1ccc(NC(=O)CN(C)C(=O)CCNC(=O)c2ccccc2OC)cc1,x,-6%,-6%,x,-1,-3%,-1%,x,2%,x,7%

# Later entries:
compound,RORg inh,Rab9 promoter act,p53 reactivation,PKM2 act,Giardia killer,FLuc counter,NPC1 prom act,Menin-MLL TR inh,ELG1 genotox,VP16 counter,BRCA1 expr act
O=C(COc1ccccc1C(=O)O)NC1CCCc2ccccc21 (centres undefined),-4%,0%,1%,7%,-10,6%,0%,-10%,-4%,-2%,10%
Nc1nc(SCC(=O)NCCCN2CCOCC2)nc2sc3c(c12)CCC3,-2%,-4%,-16%,-16%,-5,-18%,3%,5%,-4%,2%,23%
CC(C)CCNC(=O)c1cn(C)c2ccc(S(=O)(=O)N3CCCC3)cc2c1=O,-12%,-1%,-6%,x,-3,-1%&-1%,-1%,x,-1%,-2%,-6%
Cc1cc(C)c(C(=O)Nc2ccc(C)c(C)c2)c(CC(C)(C)C(=O)O)c1,0%,-2%,1%,0%,15,0%,-1%,x,1%,3%,17%
Cc1ccc(OC/C(O)=C(\C#N)c2nc3ccccc3s2)cc1,1%,2%,3%,9%,19,u,4%,-23%,-3%,-1%,2%
CCCc1c(O)nc(SC2CC(=O)N(c3ccc(OC)cc3)C2=O)[nH]c1=O (centres undefined),2%,-1%,0%,0%,0,7%,3%,x,0%,-9%,58%
O=S(=O)(N/N=C/c1cn(Cc2ccccc2)c2ccccc12)c1ccccc1,u,8%,u,-6%,3,u,-3%,u,1%,3%,-49%
COc1ccc(-c2csc(/N=C/N(C)C)n2)cc1OC,43%,27%,2%,-32%,3,u,24%,8%,u,-1%,u
O=C(NCCN1CCCC1)C1CCC(=O)N(CCCN2CCOCC2)C1 (centres undefined),-6%,2%,8%,3%,10,-4%,4%,x,-5%,-6%,-8%
CNC(=O)CSc1nnc(SCCC(=O)O)s1,-4%,1%,3%,1%,-3,4%,-3%,-15%,2%,-7%,-21%
Cc1cccn2c(=O)c(C=C(C#N)C#N)c(N3CCN(C)CC3)nc12,-26%,2%,x,0%,13,6%,-2%,11%,2%,-6%,-25%
